# PLK1 PBD block: blocks phosphopeptide binding to human PLK1 polo-box domain; Potency, µM, inactives show max response, negative = inhibition, actives largely listed as inhibitors; P53350; AID 720504; Plk1 PBD binding of FITC phosphopeptide, fluorescence polarization; 2.8% of 360,000 active; also: potency is read from the fitted curve at half-maximal effect; series mostly up to about 57 µM; % is scaled to controls: 0 for no effect and ±100 for the full control effect; nearly all actives have a fitted effect of over 65% in size
# Target sequence (P53350 whole entry, looked up, the tested form may be a part): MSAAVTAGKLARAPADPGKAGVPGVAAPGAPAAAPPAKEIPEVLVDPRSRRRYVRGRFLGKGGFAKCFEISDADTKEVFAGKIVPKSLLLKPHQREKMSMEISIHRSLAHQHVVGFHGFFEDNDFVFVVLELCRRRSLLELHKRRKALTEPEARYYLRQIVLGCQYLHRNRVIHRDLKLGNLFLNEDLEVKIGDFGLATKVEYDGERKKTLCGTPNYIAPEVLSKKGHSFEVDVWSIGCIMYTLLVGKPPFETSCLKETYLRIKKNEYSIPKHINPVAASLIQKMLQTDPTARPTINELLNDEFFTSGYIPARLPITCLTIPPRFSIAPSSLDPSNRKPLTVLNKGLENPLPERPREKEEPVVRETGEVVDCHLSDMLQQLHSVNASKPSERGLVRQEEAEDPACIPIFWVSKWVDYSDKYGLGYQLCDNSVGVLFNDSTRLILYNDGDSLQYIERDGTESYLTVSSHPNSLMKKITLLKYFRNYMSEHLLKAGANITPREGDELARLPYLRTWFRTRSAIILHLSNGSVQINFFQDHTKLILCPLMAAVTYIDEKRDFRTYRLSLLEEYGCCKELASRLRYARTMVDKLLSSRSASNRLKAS
# EPAC1 antagonist: EPAC1 (human) antagonism; O95398; EPAC1 GEF assay, Rap1b-BODIPY-GDP exchange fluorescence; Potency, µM (titrated, usually from 115 µM), inactives show at the top dose activity change, negative = inhibition, most hits filed as inhibitors; 0.14% of 360,000 active; AID 720709;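 also: potency is read from the fitted curve at half-maximal effect; plate controls were vehicle for no effect and positive control for full effect; nearly all actives have a fitted effect of over 50% in size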
# PTHR1 ag: PTHR1 (human) receptor agonism | 0.075% of 410,000 active | Potency, µM (top dose mostly 115 µM), for the others: top-dose activation, hits mostly activators | Q03431 | HEK293 GP2 PTHR1 cells, GloSensor cAMP luminescence, 1 h; also: potency is read from the fitted curve at half-maximal effect; nearly all actives have a fitted effect of over 55% in size; some results filed as inactive show a strong effect at the top dose; inactives centre near -15; many of its hits are not listed in these tables
#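 HEK-293-derived GP2 cells expressing PTHR1 and a GloSensor cAMP reporter, 3,000/well, plated overnight, given luciferin plus IBMX (each 0.5 mM as added) for 1 h at 37 °C, then compound for 1 h at 37 °C. Luminescence was read after 15 min at room temperature.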
# GLP-1R inv ag: GLP-1 receptor (human) inverse agonism; HEK293 GLP-1R CRE-luciferase, luminescence, 24 h; GLP-1R form is constitutively active; 1.6% of 410,000 active; P43220; Potency, µM (series often up to 38.3 µM), for inactives: at the top dose activity change, negative = inhibition, usual class: inhibitors; also: potency is read from the fitted curve at half-maximal effect; % is scaled to controls: 0 for no effect and ±100 for the full control effect; nearly all actives have a fitted effect of over 55% in size
# Target sequence (P43220 whole entry, looked up): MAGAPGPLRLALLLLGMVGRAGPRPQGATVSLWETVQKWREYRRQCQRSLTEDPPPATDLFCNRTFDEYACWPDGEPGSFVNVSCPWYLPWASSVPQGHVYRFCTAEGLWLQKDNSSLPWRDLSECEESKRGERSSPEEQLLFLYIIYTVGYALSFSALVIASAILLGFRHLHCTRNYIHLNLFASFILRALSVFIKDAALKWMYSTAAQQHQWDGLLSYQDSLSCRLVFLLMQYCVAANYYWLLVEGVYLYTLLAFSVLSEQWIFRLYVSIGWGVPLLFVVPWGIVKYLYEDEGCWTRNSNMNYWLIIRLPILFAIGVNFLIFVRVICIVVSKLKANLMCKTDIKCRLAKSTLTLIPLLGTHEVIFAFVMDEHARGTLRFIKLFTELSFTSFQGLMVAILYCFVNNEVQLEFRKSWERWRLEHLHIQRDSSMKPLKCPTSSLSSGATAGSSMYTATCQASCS
#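 Cells are plated, allowed 12 hours at 37 deg C, then treated with compounds for 24 hr before luciferase detection reagent is added and luminescence is read after 12 min at room temperature. The HEK293 line carries constitutively active GLP-1R with a cAMP-responsive reporter.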
# HEK293 tox: cytotoxicity in counter-screen for GLP-1R inverse agonists; HEK293 cAMP-luciferase reporter cells, luminescence, 24 h; 0.13% of 410,000 active; Potency, µM (highest dose often 38.3 µM), for inactives: top-dose activity change, negative = inhibition, hits mostly inhibitors;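 also: loss of luciferase light is scored as toxicity; potency is read from the fitted curve at half-maximal effect; % is scaled to controls: 0 for no effect and ±100 for the full control effect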
#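 Luminescence readout: signal drop marks cytotoxicity. Plated cells grew 12 h at 37 °C, 5% CO2, received 23 nL compound for 24 h, then got luciferase reagent, read after 12 min at RT.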
# IL-2 act: activators of IL-2 | IL-2 activation reporter assay, cell-based qHTS; stimulated with anti-CD3/CD4/CD28 beads; in transgenic mouse T cells | activation, % (series mostly up to about 46 µM) | 0.065% of 360,000 active | AID 652025; in the data active = activation above about 50%; inconclusive = mostly about 30% to 49%; also: 0% is about no effect
#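 Using fluorescent plate cytometry, EGFP and DsRed are detected in transgenic mouse T cells stimulated 18 h at 37 degrees C with antibody-coated beads after 60 min compound pretreatment.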
# GLP1R ag: agonists of human GLP-1 receptor | P43220 | HEK293 GLP-1R CRE-luciferase, luminescence, 4-6 h; cells express a hypersensitive GLP-1R form | Potency, µM (highest dose often 45.6 µM), for the others: top-dose activation, usual class: activators | 0.007% of 380,000 active | AID 624172; also: potency is read from the fitted curve at half-maximal effect; % of control where 0% means no effect
# PI5P4Ka inh: PI5P4K alpha (human) kinase inhibition. P48426. PI5P4Kalpha enzyme, ADP-Glo luminescence, 60 min; active compounds read low. max response, %. 1.2% of 330,000 active. AID 652105; active = max response of -50% or lower; inconclusive = between -30% and -50%; inactive = -30% or higher; also: value at the top dose of about 77 µM; % is scaled to controls: 0 for no effect and ±100 for the full control effect
#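 Luminescence from ADP-Glo served as readout of PI5P4Kalpha activity in a qHTS format. Reaction: enzyme, substrate, compound, ATP at 5 microM final, 60 min at RT.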
# EPAC1 agonist: agonists of human EPAC1. O95398. EPAC1 agonist qHTS, biochemical assay; response scale: 100% = response to 6.5 mM cAMP. Potency, µM (highest dose often 154 µM), for inactives: top-dose activation, actives largely listed as activators. 0.073% of 360,000 active; also: potency is read from the fitted curve at half-maximal effect; nearly all actives have a fitted effect of over 60% in size
#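 Nucleotide exchange by EPAC1 (100 nM) on Rap1B–BODIPY-GDP (250 nM) in the presence of 50 uM GDP is tracked fluorescently at 480/540 nm over 30 min. Signals are normalized to a 6.5 mM cAMP control.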
# Numbers without * were called inactive; i = inactive; ? = inconclusive; / = not tested or not shown; [ ] = remark or other dose. Unless noted, calls follow the shape of the dose curve; as a rule, active = well fitted curve in the direction sought with a large enough effect; inconclusive = small, poorly fitted or top-dose-only effect, or another doubt; inactive = no such curve, though single readings can be large; an effect the other way counts as inactive or inconclusive. These rows are one share of the data; the hit share may differ from the screen's.
SMILES,PLK1 PBD block,EPAC1 antagonist,PTHR1 ag,GLP-1R inv ag,HEK293 tox,IL-2 act,GLP1R ag,PI5P4Ka inh,EPAC1 agonist
CCOC1=C2[C@@H](CN(S(=O)(=O)c3ccc(C)cc3)[C@H]2c2cccs2)[C@H]2C(=O)N(c3ccccc3)C(=O)[C@H]2C1,9%,-6%,-13%,1%,15%,-0.8,-3%,20,-6%
O=C(CN1CCCC1)Nc1ccc(Br)cc1,2%,-11%,i,15%,0%,-1.4,-6%,2,0%
CCCCCNC(=O)CCn1c(=O)oc2ccccc21,-2%,-12%,-11%[57.5 µM],14%,-1%,-0.3,-11%,0,1%
N#Cc1cccc(NC(=O)Cn2c3[n+](c4ccc(C(F)(F)F)cc42)CCCCC3)c1,-7%,-26%,i,6%,11%,0.2,-6%,-1,-15%
Cc1cc(SCC(=O)NC2CC2)nc2ccccc12,-6%,-15%,0%,45%[activator],8%,-0.2,0%,0,-3%
CCOc1ccc(NC(=O)CCc2nnc3ccc(N4CCC(C)CC4)nn23)cc1,-4%,-28%,i,3%,1%,0.6,2%,0,-8%
COc1ccc(-n2c(Cc3cccn3C)nnc2SCC(=O)NCCc2ccccc2)cc1,-8%,-12%,14%,?,2%,2.3,13%,/,3%
CC(C)Oc1ccc(S(=O)(=O)N2CCOCC2)cc1NC(=O)CSc1nnc(C2CC2)n1C,-2%,14%,i,31%[activator],6%,-1.2,1%,-2,-5%
Cc1oc(-c2ccc(Cl)cc2)nc1CS(=O)CC(=O)NCCN1CCCCCC1 (stereo not given),-12%,-10%,i,?,-62%,0.2,-6%,1,-10%
CC(C)OC(=O)N(C)C[C@@H]1OCc2cn(nn2)CCCC(=O)N([C@@H](C)CO)C[C@H]1C,-8%,11%,-22%,15%,14%,1.0,-1%,1,-7%
Cc1ccc(-c2nc3cc(N)ccc3o2)c(C)c1,-8%,0%,-1%[57.5 µM],0%,19%,0.1,0%,10,1%
O=C(C[C@@H]1C/C=C\C[C@@H](Cc2ccc(F)cc2)C(=O)OC[C@H]2CCCN2C1=O)NCCO,-5%,4%,i,1%,-2%,2.2,-5%,0,-8%
Cc1ccn2c(=O)cc(C)nc2c1,-10%,-24%,-25%,4%,9%,0.3,0%,-7,14%
Cc1sc2c(c1C)c(=O)n(-c1cccc(C(F)(F)F)c1)c(=O)n2CC(=O)NCc1ccco1,-10%,4%,i,13%,-6%,-2.6,-8%,/,2%
CN(C)CCC(=O)c1ccc2c(c1)OCO2,19µM*,6%,-7%,6%,-20%,-1.9,-1%,-1,-1%
CCOc1ccc2nc(Cl)c(C3CC(c4ccccc4)=NN3C(=O)c3cccs3)cc2c1 (stereo not given),1%,-3%,-24%,17%,-2%,-1.6,-8%,-3,0%
O=C1CC(NS(=O)(=O)c2cccnc2)CN1c1ccccc1 (stereo not given),-18%,0%,i,29%,12%,-0.2,6%,2,7%
COC(=O)c1cc(NS(=O)(=O)c2ccc(NC(C)=O)cc2)cc(C(=O)OC)c1,-5%,15%,i,0%,-1%,-0.8,7%,/,-6%
COc1ccc(NC(=O)C2=C(C)NC(=S)NC2c2ccc(O)c(OC)c2)cc1 (stereo not given),?,15%,i,-11%,-9%,-0.1,7%,-7,-5%
CNC(=S)N(CCc1c(C)[nH]c2ccccc12)Cc1cc(OC)c(OC)c(OC)c1,-5%,-7%,-8%,-14%,-5%,-1.5,2%,-6,-4%
O=C(CN1C(=O)NC2(CCCCCC2)C1=O)Nc1ccc(S(=O)(=O)N2CCOCC2)cc1,0%,-9%,i,-4%,8%,0.5,-9%,-9,-2%
Cc1ccc(NC(=O)CCn2cc(C(F)(F)F)ccc2=O)cc1,-8%,-10%,7%,-29%,0%,3.3,0%,0,-9%
CS(=O)(=O)N1N=C(c2ccccc2)CC1c1ccc2c(c1)OCO2 (stereo not given),73%[activator],9%,-16%,20%,-18%,16,10%,-8,-9%
CN(C)c1nnc(-c2ccc(Cl)cc2)o1,0%,1%,i,32%,8%,1.8,-5%,4,3%
Nc1nc2c(ncn2[C@@H]2O[C@H](CNS(=O)(=O)N3CCc4ccccc4C3)[C@@H](O)[C@H]2O)c(=O)[nH]1,-3%,0%,-21%,23%,-13%,0.4,6%,-6,11%
O=S(=O)(Nc1cccc(S(=O)(=O)N2CCCCCC2)c1)c1ccc(F)cc1F,-2%,2%,i,?,-16%,-0.9,7%,1,3%
CCCN(CC1CC1)C(=S)Nc1ccccc1F,-11%,-11%,i,-6%,11%,-0.7,1%,-9,6%
Cc1cc(Br)c2nc3c(c(C(=O)O)c2c1)CCCCC3,-12%,?,6%,4%,16%,-0.5,2%,2,10%
COC(=O)CSc1nnc(-c2ccc(S(=O)(=O)N3CCC(C)CC3)cc2)o1,2%,-1%,i,8%,1%,-2.7,0%,/,-14%
CC(C)CCN1CCN(C2CSCCSC2)CC1CCO (stereo not given),-16%,6%,?,-8%,14%,-0.5,3%,4,10%
CC(NC(=O)c1ccc2c(=O)n3c(nc2c1)CCC3)c1ccc(S(N)(=O)=O)cc1 (stereo not given),-2%,-1%,-15%,5%,2%,0.2,3%,-5,-1%
Cc1ccc(S(=O)(=O)N(C)c2ccccc2)cc1,4%,1%,i,?,-4%,1.4,1%,-2,-2%
CCC1CCCCN1C(=O)N[C@@H](CCSC)C(=O)OC (stereo not given in full),1%,-6%,-7%[57.5 µM],-1%,-10%,0.4,-19%,-4,6%
COc1nc(N)nc2nc[nH]c12,2%,3%,-20%,5%,1%,0.5,6%,-1,-33%[inhibitor]
CC1(c2ccccc2Cl)NC(=O)N(CC(=O)Nc2cccnc2Cl)C1=O (stereo not given),-4%,8%,i,9%,-4%,-5.1,11%,-1,-4%
Cc1nnc(SCC(=O)Nc2nccs2)s1,-2%,-12%,-4%[57.5 µM],-8%,-2%,-1.1,-12%,5,7%
CCc1nnc(NC(=O)CSc2nc3c(C)cccc3[nH]2)s1,3%,-19%,-16%,8%,3%,1.4,8%,-2,-2%
COc1ccc(C)cc1NC(=O)CN(C)S(=O)(=O)c1cc(C)ccc1OC,-4%,-22%,-45%[inhibitor],1%,-1%,-0.8,18%,5,11%
CC(=O)N1CCN(CCN=CC2=C(O)CC(c3ccco3)CC2=O)CC1 (stereo not given),-1%,-1%,-16%,0%,1%,1.1,-9%,/,7%
c1cnc(SCCOc2cccc3ccccc23)nc1,0%,11%,-31%[inhibitor],?,-9%,-3.2,8%,21,23%
COC(=O)Cc1ccccc1NS(=O)(=O)c1ccc(C)cc1,-9%,-10%,i,9%,2%,0.0,/,0,5%
CC1(C)CC(=O)C=C(c2ccccc2CO)C1=O,0%,17%,-9%,7%,-3%,-1.8,-1%,2,-1%
O=C(O)CCSc1nc2ccccc2s1,?,17%,i,2%,-2%,-0.8,3%,/,-2%
COc1ccc(C)cc1S(=O)(=O)N1c2ccc(C)cc2C2CN(C)CCC21 (stereo not given),-16%,-23%,-18%,?,13%,1.8,8%,-6,6%
CCCCN1C(=O)/C(=C/C=C2\SCCN2C)SC1=S,49%[activator],-5%,-26%,-4%[7.66 µM],6%[7.66 µM],17,5%,4,21%
COc1cccc(OC)c1C(=O)Nc1ccc(C(=O)NCc2ccccc2)cc1,-1%,9%,i,1%,0%,0.1,-11%,-12,-6%
CCOc1ccc(OCCN2C(=O)c3ccccc3C2=O)cc1,3%,3%,-1%,21%,2%,-2.6,9%,-2,-4%
COC(=O)c1ccc(NC(=O)c2nc(S(=O)(=O)Cc3cccc(C)c3)ncc2Cl)cc1,?,?,-24%,?,6%,-3.8,-3%,-8,-16%
CCOc1ccc(C(=O)N[C@H](C(=O)NNC(=O)c2cccs2)C(C)C)cc1,-3%,-8%,i,-6%,9%,0.6,-1%,-5,3%
COc1ccc(S(=O)(=O)N2CCCCCC2)cc1NC(=O)c1ccccc1S(C)(=O)=O,-4%,-12%,i,49%[activator],3%,0.9,6%,3,-3%

# Other structures:
SMILES,PLK1 PBD block,EPAC1 antagonist,PTHR1 ag,GLP-1R inv ag,HEK293 tox,IL-2 act,GLP1R ag,PI5P4Ka inh,EPAC1 agonist
Cc1ccc(-n2c(SCC(=O)N3CCOCC3)nnc2-c2ccncc2)cc1C,-12%,-1%,i,13%,3%,-0.8,-2%,-3,6%
Cc1cccc(COCC(Cc2ccccc2)N2CCN(C(=O)c3cccc(Cl)c3)CCC2=O)c1 (stereo not given),-13%,-7%,-22%,?,?,-0.6,-1%,0,3%
CC(=O)c1cc(C)ccc1OC(=O)c1cccc2nc(C)oc12,3%,-4%,-19%[57.5 µM],6%,-18%,2.5,0%,0,-4%
CCc1ccc(NC(=O)CCS(=O)(=O)c2ccc(Br)cc2)cc1,0%,-3%,-3%,-19%,-16%,-0.4,5%,1,-5%
C=CCOc1ccccc1/C=N/n1nnnc1N,1%,0%,-31%[inhibitor],16%,11%,0.4,5%,3,6%
CC(C)c1ccc(C(=O)NCCCc2ccccc2)cc1,-2%,4%,-31%[inhibitor],0%,2%,-1.1,5%,-1,13%
CCCCNC(=S)N(C)/N=C/c1ccc(OCC(=O)Nc2ccc(OC)cc2)c(OC)c1,-24%,-21%,14%,-15%,-27%,-0.7,-5%,3,16%
CS(=O)(=O)N1CCC(Oc2ccccc2C(=O)NC2CCCCCC2)CC1,5%,16%,-9%,16%,-3%,-5.2,-4%,8,-7%
Nc1nnn(CC(=O)N/N=C/C=C/c2ccccc2)n1,-2%,6%,i,54%[activator],-13%,-2.1,-6%,-26,5%

# PLK1 PBD block, entries above that show a hit
SMILES | PLK1 PBD block | EPAC1 antagonist | PTHR1 ag | GLP-1R inv ag | IL-2 act | GLP1R ag | PI5P4Ka inh
CN(C)CCC(=O)c1ccc2c(c1)OCO2 | 19µM* | 6% | -7% | 6% | -1.9 | -1% | -1

# Screening data deposited in PubChem BioAssay by National Center for Advancing Translational Sciences (NCATS).
